HT1080-NT tox = qHTS for induction of synthetic lethality in tumor cells producing 2HG: qHTS for the HT-1080-NT fibrosarcoma cell line; HT-1080-NT fibrosarcoma viability, CellTiter-Glo ATP luminescence, 48 h; Potency, µM (doses to about 46.1 µM), for inactives: top-dose activity, negative = less viability, usual class: cytotoxic; 360,000 tested, 1.6% active; AID 686970, 2013;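 also: NT is the 2HG producing partner of a matched IDH1 knockdown line; potency is read from the fitted curve at half-maximal effect; 0% = DMSO-treated cells and -100% = media-only wells without cells; nearly all actives have a fitted effect of over 55% in size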
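Viability of the 2HG-overproducing fibrosarcoma line after 48 hours of compound exposure at 37 degrees C was determined by luminescence with CellTiter-Glo, and concentration-effect curves were then fitted and categorized.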
SW480 rerep = A quantitative high throughput screen for small molecules that induce DNA re-replication in SW480 colon adenocarcinoma cells. SW480 DNA re-replication, Hoechst DNA content imaging, 48 h. Potency, µM (titrated, usually from 46.1 µM), without a hit: at the top dose re-replication activation, usual class: activators. 340,000 tested, 1.8% active; also: potency is read from the fitted curve at half-maximal effect; % of control where 0% means no effect; nearly all actives have a fitted effect of over 55% in size
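Cells (250 per well) received 23 nL compound or DMSO by pin tool and were kept 48 hr at 37 C, 5% CO2. Nuclei were then stained with Hoechst for 40 min and scanned for DNA content.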
IL1B secr inh = qHTS for Inhibitors of Inflammasome Signaling: IL-1-beta AlphaLISA Primary Screen. THP-1 LPS/ATP IL-1B secretion, AlphaLISA, 16 h; stronger effect = lower value. activity change, % at 57.5 µM. 360,000 tested, 4.7% active. AID 743279, 2014; in the data active = activity change below about -50%; inconclusive = mostly about -30% to -49%; also: % is scaled to controls: 0 for no effect and ±100 for the full control effect
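Secreted IL-1B measured by AlphaLISA bead assay after 16 h compound exposure of THP-1 cells; compounds (final up to 57.5 uM) added 1 h before LPS (250 ng/mL) and ATP (1.25 mM) stimulation; lower signal means less secretion.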
KB-V1 cytotox = qHTS assay for MDR1-selective chemotherapeutics: Primary screen using the drug-selected MDR subline cells KB-V1; KB-V1 MDR cells viability, CellTiter-Glo, 72 h; Potency, µM (series often up to 46.1 µM), for inactives: at the top dose activity change, negative = cytotoxicity, usual class: cytotoxic; 400,000 tested, 3.4% active; AID 1347076, 2019; also: potency is read from the fitted curve at half-maximal effect; % is scaled to controls: 0 for no effect and ±100 for the full control effect; nearly all actives have a fitted effect of over 60% in size
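qHTS viability screen in drug-selected KB-V1 MDR cells: 72 h compound treatment at 37 degrees C, ATP luminescence end point.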
D3 ag = qHTS of D3 Dopamine Receptor Agonist: qHTS; D(3) dopamine receptor (Homo sapiens), P35462; D3R DiscoveRx beta-arrestin cells, luminescence, 90 min; max activation, %; 410,000 tested, 0.58% active; AID 652048, 2013; in the data active = max activation above about 30%; also: 0% is about no effect; mostly tested at two doses, the higher about 12 µM
Target sequence (P35462 whole entry, looked up): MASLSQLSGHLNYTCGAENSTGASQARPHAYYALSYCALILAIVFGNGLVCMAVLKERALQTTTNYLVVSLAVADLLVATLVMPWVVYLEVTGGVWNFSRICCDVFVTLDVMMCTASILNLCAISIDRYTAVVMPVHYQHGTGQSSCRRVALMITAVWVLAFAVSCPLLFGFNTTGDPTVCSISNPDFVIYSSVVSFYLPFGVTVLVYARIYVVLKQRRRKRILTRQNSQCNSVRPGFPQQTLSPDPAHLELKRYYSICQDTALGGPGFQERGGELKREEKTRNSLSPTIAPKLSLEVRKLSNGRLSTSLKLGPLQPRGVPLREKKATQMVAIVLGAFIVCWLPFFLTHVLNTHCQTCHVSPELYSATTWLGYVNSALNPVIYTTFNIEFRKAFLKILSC
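Agonist mode: compounds and dopamine controls were applied to plated cells for 90 min at 37 degrees C after an overnight attachment at 1500 cells/well. Luminescent read-out followed 30 - 60 minutes at room temperature with DiscoveRx detection reagent.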
DRD3 antagonist = qHTS of D3 Dopamine Receptor Antagonist: qHTS; D(3) dopamine receptor (Homo sapiens), P35462; max response, negative = inhibition, %; 360,000 tested, 2.5% active; D3R cells, DiscoveRx beta-arrestin luminescence, antagonist mode; stronger effect = lower value; in the data active = max response below about -50%; inconclusive = no clear call, values can overlap the other calls; also: % is scaled to controls: 0 for no effect and ±100 for the full control effect; mostly tested at two doses, the higher about 12 µM
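Cells expressing the human receptor were seeded at 1500 cells/well, incubated overnight at 37 degrees C in 5% CO2, then exposed to library compounds with dopamine controls for 90 minutes at 37 degrees C before luminescent detection.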
HT1080 IDH1KD tx = qHTS for induction of synthetic lethality in tumor cells producing 2HG: qHTS for the HT-1080-IDH1KD cell line. AID 686971, 2013. 360,000 tested, 2% active. Potency, µM (titrated, usually from 46.1 µM), for the others: top-dose activity, negative = toxicity, most hits filed as cytotoxic. HT-1080 IDH1 knockdown viability, ATP luminescence, 48 h;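 also: potency is read from the fitted curve at half-maximal effect; 0% = DMSO wells and -100% = cell-free medium wells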
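Using the IDH1-knockdown HT-1080 line run in the same batch and compound series as the NT line, viability after 48 h at 37 °C was determined by CellTiter-Glo luminescence and expressed as % activity.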
GLP-1R agonist = qHTS of GLP-1 Receptor Agonists; HEK293 GLP-1R CRE-luciferase, luminescence, 4-6 h; cells express a hypersensitive GLP-1R form; Potency, µM (series often up to 45.6 µM), for the others: top-dose activation, actives largely listed as activators; 380,000 tested, 0.007% active; Glucagon-like peptide 1 receptor (Homo sapiens), P43220; AID 624172, 2012; also: potency is read from the fitted curve at half-maximal effect; % of control where 0% means no effect
Target sequence (P43220 whole entry, looked up): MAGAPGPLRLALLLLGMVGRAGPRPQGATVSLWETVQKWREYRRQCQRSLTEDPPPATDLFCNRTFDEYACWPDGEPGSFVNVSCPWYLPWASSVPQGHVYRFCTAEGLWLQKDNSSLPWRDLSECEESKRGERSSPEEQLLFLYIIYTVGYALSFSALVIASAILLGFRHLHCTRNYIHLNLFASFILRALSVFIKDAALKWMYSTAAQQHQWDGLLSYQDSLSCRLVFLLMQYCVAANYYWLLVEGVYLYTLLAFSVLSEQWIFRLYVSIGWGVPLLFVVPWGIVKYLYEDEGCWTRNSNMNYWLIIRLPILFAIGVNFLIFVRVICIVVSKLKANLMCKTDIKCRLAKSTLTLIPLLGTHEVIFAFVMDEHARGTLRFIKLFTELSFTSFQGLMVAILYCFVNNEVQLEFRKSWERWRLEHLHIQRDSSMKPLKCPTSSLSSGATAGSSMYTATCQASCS
KB-3-1 cytotox = qHTS assay for MDR1-selective chemotherapeutics: Primary screen using the parental adenocarcinoma cell KB-3-1; KB-3-1 viability, CellTiter-Glo ATP luminescence, 72 h; Potency, µM (series often up to 46.1 µM), inactives show at the top dose activity change, negative = cytotoxic, actives largely listed as cytotoxic; 400,000 tested, 1.4% active; AID 1347075, 2019; also: potency is read from the fitted curve at half-maximal effect; % is scaled to controls: 0 for no effect and ±100 for the full control effect; nearly all actives have a fitted effect of over 60% in size
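Cytotoxicity in the drug-sensitive parental line KB-3-1 was scored as loss of CellTiter-Glo luminescence following 72 h incubation with compound. Values come from curve fitting of normalized concentration-response data.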
Numbers without * were called inactive; ? = inconclusive; . = not tested or not shown; [ ] = another dose, or the depositor's remark. Unless noted, calls follow the shape of the dose curve; as a rule, active = well fitted curve in the direction sought with a large enough effect; inconclusive = small, poorly fitted or top-dose-only effect, or another doubt; inactive = no such curve, though single readings can be large; an effect the other way counts as inactive or inconclusive.

SMILES	HT1080-NT tox	SW480 rerep	IL1B secr inh	KB-V1 cytotox	D3 ag	DRD3 antagonist	HT1080 IDH1KD tx	GLP-1R agonist	KB-3-1 cytotox
Cn1c(=O)c2c(nc(Oc3ccccc3Br)n2C)n(C)c1=O	5%	9%	-3	-21%	8	-7	1%	19%	2%
O=C(CN(C(=O)c1ccc(Cl)cc1Cl)N1C(=O)C2C3C=CC(C3)C2C1=O)c1ccc(F)cc1 (stereo not drawn)	4%[9.24 µM]	-2%	33	0%	3	15	-7%	-13%	-27%
COc1ccccc1C(=O)NCCC(=O)N1CCCC(C)C1 (stereo not drawn)	6%	-1%	13	-10%	-2	3	6%	3%	8%
O=C(c1ccc(CS(=O)(=O)c2ccccc2)o1)N1CCN(c2ccccc2)CC1	4%	-18%	42	16%	-4	8	-10%	-4%	0%
Cc1ccc(C23CC4CC(CC(C(=O)OCC(=O)N(C)C)(C4)C2)C3)cc1	-3%	-5%	17	0%	4	21	-1%	-2%	0%
COc1ccc(OC)c(C(=O)c2coc3cc(Br)c(O)c(Br)c23)c1	?	-11%	9	1%	-6	-3	?	-1%	1%
Cc1ccc(CNC(=O)CCCNC(=O)c2ccc(Cl)cc2)n1C	3%	5%	15	?	-8	21	11%	-1%	2%
Cc1c(CCOC(=O)CC23CC4CC(CC(C4)C2)C3)sc[n+]1CC(=O)c1ccc(Br)cc1	?	?	-61*	4%	-2	3	?	-6%	-8%
O=C(CNC(=O)c1ccc(OC(F)F)cc1)NCC1CCCO1 (stereo not drawn)	10%	-15%	4	0%	3	13	17%	-5%	-7%
CCSc1cnn(-c2ccccc2)c(=O)c1Cl	?	?	-94*	12%	6	-6	?	-1%	1%
COc1ccccc1CNc1ncnc2cc(OC)c(OC)cc12	0%	-44%[inhibitor]	-20	-22%	0	1	-7%	23%	-5%
Cn1c(=O)c2c(nc(NCc3cccnc3)n2Cc2cccc(C(F)(F)F)c2)n(C)c1=O	21µM*	-2%	-10	?	6	0	2%[9.24 µM]	0%	-21%
Cc1oc(-c2ccc(Cl)cc2)nc1CN1CCCC(C(=O)NCc2ccccn2)C1 (stereo not drawn)	-11%	-3%	-20	-12%	-4	-2	-1%	-1%	0%
CC(C)c1ccc2[nH]c(O)c(N=NC(=O)c3cccc(S(=O)(=O)Nc4cccc(Cl)c4)c3)c2c1	7%	18%	3	23%	20	-6	1%	0%	-2%
Cc1ccc2c(c1)N(S(=O)(=O)c1ccc(CN3C(=O)c4cccnc4C3=O)s1)CCO2	4%	5%	5	4%	-1	21	7%	-1%	-3%
CC1CC(C)(C)CC2(C1)NC(=O)N(CC(=O)NCc1ccccc1F)C2=O (stereo not drawn)	1%	?	24	16%	4	7	0%	0%	17%
N#CC(=Nc1ccccc1)c1ccccc1	8%	-11%	-25	1%	1	5	5%	13%	-11%
COc1ccc(CN2C(=O)C(CC(=O)NC3CCCCC3)CC(C(=O)N3CCOCC3)=C2C)cc1 (stereo not drawn)	11%	.	-7	-3%	2	-7	-3%	4%	-8%
C[C@H](CO)N1C[C@H](C)[C@@H](CN(C)S(=O)(=O)c2cccs2)Oc2ccc(NC(=O)Cn3cnnn3)cc2C1=O	17%	18%	7	0%	11	42	11%	-4%	21%
Cc1cc2oc(=O)cc(Cn3ccnc3)c2cc1Cl	2%	-3%	1	1%	15	2	0%	5%	-1%

Molecules above that have two or more sulfur atoms (two):
SMILES	HT1080-NT tox	SW480 rerep	IL1B secr inh	KB-V1 cytotox	D3 ag	DRD3 antagonist	HT1080 IDH1KD tx	GLP-1R agonist	KB-3-1 cytotox
Cc1ccc2c(c1)N(S(=O)(=O)c1ccc(CN3C(=O)c4cccnc4C3=O)s1)CCO2	4%	5%	5	4%	-1	21	7%	-1%	-3%
C[C@H](CO)N1C[C@H](C)[C@@H](CN(C)S(=O)(=O)c2cccs2)Oc2ccc(NC(=O)Cn3cnnn3)cc2C1=O	17%	18%	7	0%	11	42	11%	-4%	21%

(cont.)
SMILES	HT1080-NT tox	SW480 rerep	IL1B secr inh	KB-V1 cytotox	D3 ag	DRD3 antagonist	HT1080 IDH1KD tx	GLP-1R agonist	KB-3-1 cytotox
COc1ccc(CCNC(=S)NC(=O)c2ccc(Br)cc2)cc1OC	1%	11%	23	?	5	4	-5%	21%	-11%
CN(CC(=O)Nc1ccc(F)cc1)C(=O)c1ccc(-c2ccc(Cl)cc2)o1	0%	-5%	12	-4%	1	35	-5%	-6%	-24%
CC(=O)N(C)c1ccc(N2CCOCC2)c2c1C(=O)c1ccccc1C2=O	2%	?	27	-3%	2	1	-9%	-6%	-2%
CC1(C)CC(=O)C2=C(C1)OC(=O)CC2c1cccs1 (stereo not drawn)	1%	-2%	-2	-3%	2	3	4%	-1%	20%
CC(=O)c1cc(C#N)c(SCc2ccncc2)nc1C	18%	0%	-8	3%	6	18	17%	16%	14%
CCOC(=O)CSc1nc2cc(OC)c(OC)cc2c2nc(-c3ccccc3)nn12	.	.	.	0%	-4	.	.	-1%	19%
CSc1ccc(C#N)cc1NC(=O)c1ccccc1C	16%	-2%	-10	10%	9	1	16%	10%	-2%
CC1CCc2c(sc(NC(=O)c3cccs3)c2C(=O)O)C1 (stereo not drawn)	?	-9%	?	8%	-10	-10	?	0%	10µM*
CC(NCCCSc1ccccc1)C(O)c1ccc(O)cc1 (stereo not drawn)	-4%	.	-18	-23%	-14	-62*	-27%	?	1%
Cc1cc(C)n2nc(CNS(=O)(=O)c3ccc(F)c(C)c3)nc2n1	13%	-8%	-3	16%	3	0	7%	0%	0%
COC(=O)c1ccc(NC2=CC(=O)CC(C)(C)C2)cc1	?	-38%[inhibitor]	?	0%	4	-18	?	-8%	?
COc1cc2nc(SCc3ccc(Cl)cc3)n3nc(CCn4nc(C)cc4C)nc3c2cc1OC	.	.	.	?	-4	.	.	-2%	21%
C/C(CC(=O)Nc1ccc(Cl)c(C(F)(F)F)c1)=N\NC(=O)c1cccc(O)c1	4%	-2%	-1	3%	7	4	3%	-8%	?
Cn1c(Sc2ccc(Br)cc2)c(C=O)c2ccccc21	?	?	-81*	?	-7	-9	26µM*	-23%	?
S=C(NC1CCCC1)N1CCN(c2cccc(Cl)c2)CC1	-1%	-6%	6	0%	-7	-19	-5%	13%	-20%
Cc1ccccc1NN=Nc1nc2c([nH]1)c(=O)n(C)c(=O)n2C	-5%	0%	-2	?	-2	-20	-7%	-2%	10%
COc1ccc(C2C(C(=O)N3CCCC3)c3cc(OC)c(OC)cc3C(=O)N2C)cc1 (stereo not drawn)	-4%	1%	23	-28%	-5	-15	-7%	-4%	12%
COc1ccc(Cl)cc1NC(=O)C1CCCN(S(C)(=O)=O)C1 (stereo not drawn)	-2%	-33%	14	-4%	-7	-7	4%	-3%	-23%
O=C(C1CCN(S(=O)(=O)N2CCOCC2)CC1)N1CCN(c2ccccc2F)CC1	-3%	0%	-4	-4%	2	-27	2%	-1%	5%
OCC[C@@H]1C[C@H](O)[C@@H](O)[C@@]2(OCCc3ccccc32)O1	?	0%	-21	0%	20	?	-5%	6%	0%
CN1CCN(C(=O)/C(=C\c2cccnc2)NC(=O)c2cccc(Br)c2)CC1	5%	4%	5	15%	3	15	21%	4%	20%
CCOC(=O)c1nc2sc3c(c2c(=O)n1C(C)C(=O)OCC)CCCC3 (stereo not drawn)	-1%	-4%	?	1%	1	30	14%	26%	8%
CCC(=O)Nc1ccc(CCC(=O)N2CCCC2)cc1	4%	-10%	23	17%	11	-1	7%	5%	-1%
CCOC(=O)c1cnc2oc3ccccc3n2c1=O	2%	-34%[inhibitor]	27	?	-2	-26	0%	4%	-3%
COc1ccc(C2=Nc3ccccc3N(C(=O)c3ccc(C(F)(F)F)cc3)C2C(=O)Nc2ccc3c(c2)OCCO3)cc1 (stereo not drawn)	-9%	.	2	-6%	-17	-17	-18%	.	5%
CCCCOC(=O)c1ccc(NC(=O)c2ccc(F)cc2F)cc1	3%	-2%	-8	1%	23	29	0%	-4%	8%
Cc1nnc(SCC(=O)N2CCC(C(=O)Nc3nccs3)CC2)n1Cc1ccccc1	18%	3%	7	5%	-1	3	14%	-6%	15%
Cc1ccc(S(=O)(=O)Nc2ccc(-n3cnnn3)cc2)cc1	-12%	35%	-2	-1%	6	-9	-5%	2%	-7%
COc1ccccc1C(CNC(=O)c1ccc(C)c(S(=O)(=O)N2CCCCC2)c1)N(C)C (stereo not drawn)	-1%	-5%	4	7%	-4	7	-5%	-1%	-11%
CN1CC(=O)N2Cc3[nH]c4ccccc4c3C[C@H]2C1=O	25%	-2%	-6	-5%	9	17	19%	0%	11%
COc1cccc(-c2sc3ccc(OC)cc3c2C#CCC(C)O)c1 (stereo not drawn)	-5%	1%	-2	6%	6	22	-7%	29%	-5%
CNC[C@H]1Oc2ccc(NC(=O)Nc3ccc4c(c3)OCO4)cc2C(=O)N([C@H](C)CO)C[C@@H]1C	-3%	-11%	-4	-17%	1	-13	-1%	-3%	-4%
O=C1c2ccccc2C2N1CCCN2C(=O)c1sc2ccccc2c1Cl (stereo not drawn)	-13%	.	39	?	6	52	-22%	-2%	?
CCOc1cc2[nH]c(=S)n(CCCN3CCOCC3)c(=O)c2cc1OCC	9%	0%	8	?	-55	-71*	8%	-6%	11%

Source: PubChem BioAssay
